HCMV antiviral: inhibitors of human cytomegalovirus. HFF cells, HCMV-luciferase reporter, 72 h; hits give low values. activity change, negative = inhibition, % at 57.5 µM. 410,000 tested, 4.5% active; in the data active = activity change below about -60%; inconclusive = no clear call, values can overlap the other calls; inactive = above about -39%
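Inhibition of viral replication was scored as loss of reporter luminescence in HFFs infected with HCMV-luciferase (MOI 1 PFU/cell) for 72 h; compounds tested at 2 doses, normalized to buffer and Salinomycin controls.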
FBPA Giardia inh: Giardia lamblia aldolase inhibition; A8B2U2; purified Giardia FBPA; Potency, µM (titrated, usually from 59.6 µM), for inactives: at the top dose activity, negative = inhibition, hits mostly inhibitors; 290,000 tested, 0.71% active; AID 2451; also: potency is read from the fitted curve at half-maximal effect; nearly all actives have a fitted effect of over 55% in size
Target sequence (A8B2U2 whole entry, looked up): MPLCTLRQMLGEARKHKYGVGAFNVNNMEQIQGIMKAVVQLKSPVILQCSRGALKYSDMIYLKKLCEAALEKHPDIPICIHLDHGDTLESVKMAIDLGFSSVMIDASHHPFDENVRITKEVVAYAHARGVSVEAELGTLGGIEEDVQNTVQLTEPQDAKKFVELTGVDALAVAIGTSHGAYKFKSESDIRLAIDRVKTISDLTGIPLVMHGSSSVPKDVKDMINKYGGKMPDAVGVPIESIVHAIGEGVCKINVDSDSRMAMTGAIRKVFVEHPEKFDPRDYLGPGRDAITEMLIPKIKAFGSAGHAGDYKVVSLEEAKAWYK
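Giardia FBPA (40 nM reagent) was preincubated 10 min at RT with compound (up to 57.5 uM final), then substrate plus GAPDH/TPI/NAD/arsenate coupling system with diaphorase/resazurin was added; resorufin fluorescence (525/598 nm) was read after 20 min.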
AMA1-RON2 inh: inhibitors of Plasmodium falciparum AMA1-RON2 interaction | Potency, µM (series often up to 58.2 µM), for inactives: at the top dose activity change, negative = inhibition, hits mostly inhibitors | AlphaScreen AMA1-biotinylated RON2 peptide binding | 360,000 tested, 0.2% active;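 also: potency is read from the fitted curve at half-maximal effect; 0% = vehicle wells and -100% = peptide control; nearly all actives have a fitted effect of over 45% in size; some results filed as inactive show a strong effect at the top dose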
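AMA1 (3D7) with his tag at 25 nM final met compounds first, then biotinylated RON2 peptide at 25 nM; detection used donor plus acceptor beads, 10 µg/mL apiece, read by AlphaScreen after 30 min at room temperature.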
Sm TGR inh: inhibitors of Schistosoma mansoni thioredoxin glutathione reductase; AID 485364; purified TGR, DTNB reduction, TNB absorbance 405 nm; 360,000 tested, 3% active; Q962Y6; Potency, µM (series often up to 114 µM), for the others: at the highest dose activity change, negative = inhibition, hits mostly inhibitors; also: potency is read from the fitted curve at half-maximal effect; nearly all actives have a fitted effect of over 60% in size
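First, TGR (20 nM dispensed) and NADPH were mixed with compound. Second, a 15 min room-temperature incubation followed. Third, further NADPH and then DTNB were added to start the reaction. Finally, TNB absorbance was monitored kinetically.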
AmpC inh detg: blocks E. coli AmpC beta-lactamase in detergent assay | 370,000 tested, 0.041% active | Potency, µM (highest dose often 114 µM), for inactives: at the highest dose activity change, negative = inhibition, hits mostly inhibitors | P00811 | AmpC hydrolysis of nitrocefin, absorbance 480 nm, 0.01% Triton | AID 485294;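 also: potency is read from the fitted curve at half-maximal effect; 0% = no-compound wells and -100% = no-enzyme wells; nearly all actives have a fitted effect of over 25% in size; some results filed as inactive show a strong effect at the top dose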
Target sequence (P00811 whole entry, looked up): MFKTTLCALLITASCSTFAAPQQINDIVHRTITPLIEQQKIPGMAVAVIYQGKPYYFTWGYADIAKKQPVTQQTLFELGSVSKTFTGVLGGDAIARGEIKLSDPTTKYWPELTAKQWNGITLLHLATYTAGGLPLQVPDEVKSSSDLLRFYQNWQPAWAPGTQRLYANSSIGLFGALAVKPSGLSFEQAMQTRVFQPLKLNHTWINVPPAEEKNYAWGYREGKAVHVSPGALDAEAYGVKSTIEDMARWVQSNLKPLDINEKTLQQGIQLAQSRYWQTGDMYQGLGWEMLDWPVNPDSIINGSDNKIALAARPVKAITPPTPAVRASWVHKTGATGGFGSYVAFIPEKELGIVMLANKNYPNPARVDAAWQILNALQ
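20 mM phosphate pH 7.0 + 0.01% (detergent screen) or 0.0001% Triton X-100; 5.3 nM AmpC reagent; cpd preinc 15 min RT; nitrocefin (800 uM stock) to start; A480 q20 s × 4 min; Activity was normalised to no-enzyme and no-compound control wells.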
HCV inhibitor: inhibitors of hepatitis C virus infection | Huh7.5.1 HCVcc-Cre infection, luciferase reporter, 44 h | Potency, µM (series often up to 41.8 µM), without a hit: at the top dose activity change, negative = inhibition, actives largely listed as inhibitors | 340,000 tested, 3.4% active; also: potency is read from the fitted curve at half-maximal effect
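Infectious HCV cell culture screen: compound-treated cells (1,000/well, pre-plated 4 h) are infected with HCVcc-Cre at roughly 0.5 moi and grown 44 h. Infection is quantified by luciferase signal after 15 min substrate incubation at room temperature.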
Numbers without * were called inactive; u = inconclusive; x = no result given; & = joins results of further samples; [ ] = remark or other dose. Unless noted, calls follow the shape of the dose curve; as a rule, active = well fitted curve in the direction sought with a large enough effect; inconclusive = small, poorly fitted or top-dose-only effect, or another doubt; inactive = no such curve, though single readings can be large; an effect the other way counts as inactive or inconclusive. Unless noted, % is scaled to controls: 0 for no effect and ±100 for the full control effect.

Results follow in this order: HCMV antiviral	AmpC inh detg	FBPA Giardia inh	Sm TGR inh	AMA1-RON2 inh	HCV inhibitor
CCCCSc1nc(C)cc(NC(=S)Nc2ccc(OC)cc2)n1
    13	-1%	0%	-23%	40%[activator]	14%
CC(O)[C@H]1CN=C(N)N1CC(C)(C)C (stereo partly specified)
    2	x	x	x	7%	17%
Cc1ccccc1NC(=O)Cn1c(=O)n(Cc2ccc3c(c2)OCO3)c(=O)c2oc3ccccc3c21
    -16	-2%	x	13%	x	x
Cc1cc(C)n2cc(CSc3nnnn3-c3ccccc3C)nc2n1
    1	u	10%	18%	11%	14%
O=S1(=O)CCN(c2ccccc2CC(c2c[nH]c3ccccc23)c2c[nH]c3ccccc23)CC1
    -10	x	x	x	-22%	u
O=C(Nc1ccc(N2CCOCC2)c(C(=O)O)c1)c1ccc(Br)cc1
    3	12%	x	6%	x	x
CC(C)(C)NCC(O)c1cc(O)cc(O)c1 (stereo unspecified)
    3	-5%	5%&2%&-13%	1%	10%	0%[8.37 µM]
O=C(Oc1cc(-c2ccccc2)no1)c1ccc(Cl)cc1
    36	-5%	-5%	0%	2%	26%
C=CCc1ccc(OCCOc2cccc3cccnc23)c(OC)c1
    -37	u	-13%	2%	-24%	u
Cc1cnc(NC(=O)c2c(O)c3cccc4c3n(c2=O)CCC4)s1
    x	-10%	14%	2%	x	x
COc1ccccc1OCC(=O)NN1Cc2ccccc2C1=N
    31	u	-9%	0%	6%	22%
Cc1ccc([N+](=O)[O-])cc1S(=O)(=O)Nc1ccc(C(=O)NCc2ccccn2)cc1
    14	u	x	-7%	0%	0%
COCCNC(=O)/C(C#N)=C/c1ccc(-c2ccc(OC)cc2[N+](=O)[O-])o1
    25	-2%	x	12%	-6%	5%
Fc1ccc(Br)cc1C1C=C(c2ccc(Br)cc2)Nc2ncnn21 (stereo unspecified)
    -19	3%	5%	-20%	19%	u
O=C1N(C2CCCC2)C[C@@H]2C[C@@H](c3cccn3-c3nccs3)N3CCC[C@@]123
    u	6%	-5%	u	0%	-6%
CCOc1ccccc1NC(=O)CSc1ncnc2c1oc1ccccc12
    -15	1%	10%	-3%	-6%	x
O=C(O)C(Cc1ccccc1)N1C(=O)c2c(Cl)c(Cl)c(Cl)c(Cl)c2C1=O (stereo unspecified)
    61	x	x	x	14%	7%
COc1ccc(C(=O)NC2(C(F)(F)F)NC(=O)N(CCCc3ccccc3)C2=O)c(OC)c1OC (stereo unspecified)
    -16	u	3%	2%	-4%	u
COc1cc(C(O)c2nc3ccccc3n2C)cc(OC)c1OC (stereo unspecified)
    -10	5%	0%	2%	0%	u
Cc1cc(/C=C2\C(=O)NC(=S)N(C)C2=O)c(C)n1C1CCCCC1
    -25	-1%	-10%	-22%	-1%	22%

Nothing new here: entries from further up.
Results follow in this order: HCMV antiviral	AmpC inh detg	FBPA Giardia inh	Sm TGR inh	AMA1-RON2 inh	HCV inhibitor
O=C(Nc1ccc(N2CCOCC2)c(C(=O)O)c1)c1ccc(Br)cc1
    3	12%	x	6%	x	x
CC(C)(C)NCC(O)c1cc(O)cc(O)c1 (stereo unspecified)
    3	-5%	5%&2%&-13%	1%	10%	0%[8.37 µM]
O=C(Oc1cc(-c2ccccc2)no1)c1ccc(Cl)cc1
    36	-5%	-5%	0%	2%	26%
C=CCc1ccc(OCCOc2cccc3cccnc23)c(OC)c1
    -37	u	-13%	2%	-24%	u
Cc1cnc(NC(=O)c2c(O)c3cccc4c3n(c2=O)CCC4)s1
    x	-10%	14%	2%	x	x
COc1ccccc1OCC(=O)NN1Cc2ccccc2C1=N
    31	u	-9%	0%	6%	22%
Cc1ccc([N+](=O)[O-])cc1S(=O)(=O)Nc1ccc(C(=O)NCc2ccccn2)cc1
    14	u	x	-7%	0%	0%
COCCNC(=O)/C(C#N)=C/c1ccc(-c2ccc(OC)cc2[N+](=O)[O-])o1
    25	-2%	x	12%	-6%	5%
Fc1ccc(Br)cc1C1C=C(c2ccc(Br)cc2)Nc2ncnn21 (stereo unspecified)
    -19	3%	5%	-20%	19%	u
O=C1N(C2CCCC2)C[C@@H]2C[C@@H](c3cccn3-c3nccs3)N3CCC[C@@]123
    u	6%	-5%	u	0%	-6%
CCOc1ccccc1NC(=O)CSc1ncnc2c1oc1ccccc12
    -15	1%	10%	-3%	-6%	x
O=C(O)C(Cc1ccccc1)N1C(=O)c2c(Cl)c(Cl)c(Cl)c(Cl)c2C1=O (stereo unspecified)
    61	x	x	x	14%	7%
COc1ccc(C(=O)NC2(C(F)(F)F)NC(=O)N(CCCc3ccccc3)C2=O)c(OC)c1OC (stereo unspecified)
    -16	u	3%	2%	-4%	u
COc1cc(C(O)c2nc3ccccc3n2C)cc(OC)c1OC (stereo unspecified)
    -10	5%	0%	2%	0%	u
Cc1cc(/C=C2\C(=O)NC(=S)N(C)C2=O)c(C)n1C1CCCCC1
    -25	-1%	-10%	-22%	-1%	22%

(list continues)
Results follow in this order: HCMV antiviral	AmpC inh detg	FBPA Giardia inh	Sm TGR inh	AMA1-RON2 inh	HCV inhibitor
COc1ccc(OCc2ccc(C(=O)NN)cc2)cc1
    80	-13%	-7%	-25%	26%	-13%
Cc1sc2nc(N)sc2c1C
    14	-9%	-8%	-6%	-10%	1%
CCOC(=O)C1=C(N)Oc2cc(C)oc(=O)c2C12C(=O)N1c3c(cccc32)C(C)CC1(C)C (stereo unspecified)
    4	-2%	31%	-30%	26%	19%
CCn1c(O)c(C=Nc2ccc(S(N)(=O)=O)cc2)c(=O)[nH]c1=S
    2	0%	2%	-32%	0%	20%
Cc1ccc(-c2ccc(C(=O)NCc3ccc(Cl)cc3)o2)c2ccccc12
    -10	-13%	-20%	14µM*	-11%	-5%[8.37 µM]
O=C(c1ccc2nc(Cc3cccc(Cl)c3)oc2c1)N1CCOCC1
    58	1%	x	-22%	-9%	1%
Cc1ccc(SCc2nc3ncccn3c2Br)cc1
    -8	3%	-9%	-21%	11%	1%
OCCNCc1cccc(-c2ccccc2)c1O
    34	x	x	x	17%	3%
COc1cc(OC)c(-c2nnc3n(CCc4ccccc4)c(=O)c4ccccc4n23)cc1OC
    7	1%	3%	4%	x	-10%
CC(C)(C(N)=O)N1CCN(c2ncc(C(F)(F)F)cc2Cl)CC1
    -31	-13%	3%	-25%	15%	u
COc1cccc2cc(CC(=O)c3ccc(C)c(C)c3)c(=O)oc12
    26	2%	17%	6%	-2%	-29%
Clc1cccc(N2CCN(Cc3nc(-c4ccccc4)no3)CC2)c1
    11	u	1%	2%	-10%	7%
CC(=O)c1cccc(NC(=O)Nc2nc(C)cc(C)n2)c1
    42	5%	x	-3%	2%	1%
CCOC(=O)C1(O)CC(C)=NN1C(=O)c1cccc(Br)c1 (stereo unspecified)
    -17	-2%	-1%	-5%	-6%	8%
Cc1cc(C)n(S(=O)(=O)c2cccc([N+](=O)[O-])c2)n1
    16	1%	-8%	-19%	-11%	12%
O=C(O)c1ccc(-c2ccc(-c3ccccc3)cc2)s1
    x	-1%	11%	-27%	x	x
C#CCOCCOCCOCCNc1nc(N2CCOCC2)nc(N2CCN(C(=O)CCCCCCCCCCNC(=O)[C@@H](CCSC)n3cc(CCO)nn3)CC2)n1
    -35	-8%	x	-19%	16%	-28%
COc1ccc(NC(=O)CSc2nnc(NC(=O)C3CCC3)s2)c(OC)c1
    19	u	-10%	1%	-1%	-9%
COC(=O)[C@]12C(=O)NC[C@H](CN1c1ccc(C(F)(F)F)cc1)N2C
    -14	x	x	x	8%	18%
COCCNC(=O)C(c1ccc(C)cc1)N(C(=O)CCC(=O)Nc1ccccn1)C1CCCC1 (stereo unspecified)
    x	10%	-1%	-18%	x	-8%
Cc1cccn2c(=O)nc(SCC(=O)N3CCCC3)nc12
    -20	u	x	-3%	-1%	13%[8.37 µM]
COc1cc(/C=N/n2cnc3c(sc4nc(C)cc(C)c43)c2=O)ccc1O
    x	0%	4%	9%	-9%	-6%
Cc1ccc(NC(=O)CC(NC(=O)c2ccccc2Cl)c2ccccc2)nc1 (stereo unspecified)
    -16	4%	x	2%	-1%	-9%
Cc1cc(Br)ccc1OCCN1CCCC1
    7	1%	u	0%	-17%	-21%
COC(=O)c1c(NC(=O)CCC(=O)O)sc(Cc2ccccc2)c1C
    -27	-1%	25%	-2%	-20%	6%
Cc1cc(C(=O)OCC(=O)Nc2ncc(C(F)(F)F)cc2Cl)c(C)o1
    u	-4%	-2%	-11%	0%	15%
CCn1ccnc1[C@@H]1C[C@H]2CN(Cc3cccc(Cl)c3)C(=O)[C@]23CCCN13
    10	5%	5%	1%	12%	0%
COc1ccc(NC(=O)Cn2nnc(C(=O)Nc3ccc(F)c(Cl)c3)c2N)cc1
    -4	3%	-7%	6%	0%	12%
Cc1nc2c(-c3ccccc3)c(C)nn2c(C)c1CCC(=O)NC(C)CCc1ccco1 (stereo unspecified)
    -6	u	3%	-1%	-6%	-16%
O=C(N/N=C/c1ccco1)c1cc(-c2ccccc2)nc2ccccc12
    -39	-6%	x	-20%	25%	4%
CCCCc1cc(=O)oc2cc(C)cc(OCC(=O)NCc3ccncc3)c12
    0	4%	-1%	0%	2%	-14%
COc1ccccc1C(=O)NC(=O)COC(=O)c1ccc([N+](=O)[O-])cc1
    -21	u	x	0%	-14%	12%
O=C1CCc2cc(S(=O)(=O)N3CCN(C(=O)c4ccco4)CC3)ccc2N1
    -29	-6%	11%	u	32%[activator]	1%
Cc1c(C(=O)Nc2ccc(Cl)cc2)c2ccccn2c1C(=O)c1ccccc1
    32	u	2%	u	-7%	-11%
O=C(COc1cc(O)c2c(=O)cc(-c3ccccc3)oc2c1)c1ccc(F)cc1
    -14	2%	0%	2%	14%	u
O=C1N=c2ccccc2=C1c1c(O)[nH]c2c(C(F)(F)F)cccc12
    32	-8%	3%	9%	-4%	11%
Cc1ccc2ncnc(Oc3ncccc3[N+](=O)[O-])c2c1
    6	-6%	-12%	-17%	12%	13%
CC1CCN(S(=O)C23CC4CC(CC(C4)C2)C3)CC1 (stereo unspecified)
    -40	-1%	7%	-10%[57.1 µM]	0%	15%
COc1ccc(C2=NN(CN3C(=O)C(=O)c4ccccc43)C(c3ccc(OC)cc3)C2)cc1 (stereo unspecified)
    -19	u	-9%	-11%	3%	u
